NRP1-CendR mod – NRP-1/CendR interaction modulation | FAM-RPARPAR peptide binding to NRP-1, fluorescence polarization | inhibition, % at 25 µM | 360,000 compounds, 0.85% hits | AID 602438;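 active means inhibition or corrected inhibition above about 18%, plus a signal ratio from 0.5 to 1.5, limit read from the data, passing the limit was not always enough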; further: strong numbers were not always called active
MsrA inh – bovine MsrA inhibition | inhibition, % at 15.5 µM | purified bovine MsrA, absorbance read-out | 360,000 compounds, 0.75% hits | AID 651718; in the data active means inhibition above about 4.5%;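 further: 0% = vehicle wells with enzyme and 100% = reference inhibitor wells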
Neddylation inh – inhibitors of human cullin neddylation; P61081+Q13564; TR-FRET cullin neddylation, biochemical; calls only at 25 µM; 360,000 compounds, 0.58% hits; in the data active means inhibition above about 36%
Target sequence (P61081 whole entry, looked up): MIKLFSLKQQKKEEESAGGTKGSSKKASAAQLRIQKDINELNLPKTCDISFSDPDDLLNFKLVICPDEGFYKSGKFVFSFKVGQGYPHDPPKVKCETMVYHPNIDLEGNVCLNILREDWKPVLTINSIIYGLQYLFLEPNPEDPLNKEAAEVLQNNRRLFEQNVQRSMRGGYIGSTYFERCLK
Target sequence (Q13564 whole entry, looked up): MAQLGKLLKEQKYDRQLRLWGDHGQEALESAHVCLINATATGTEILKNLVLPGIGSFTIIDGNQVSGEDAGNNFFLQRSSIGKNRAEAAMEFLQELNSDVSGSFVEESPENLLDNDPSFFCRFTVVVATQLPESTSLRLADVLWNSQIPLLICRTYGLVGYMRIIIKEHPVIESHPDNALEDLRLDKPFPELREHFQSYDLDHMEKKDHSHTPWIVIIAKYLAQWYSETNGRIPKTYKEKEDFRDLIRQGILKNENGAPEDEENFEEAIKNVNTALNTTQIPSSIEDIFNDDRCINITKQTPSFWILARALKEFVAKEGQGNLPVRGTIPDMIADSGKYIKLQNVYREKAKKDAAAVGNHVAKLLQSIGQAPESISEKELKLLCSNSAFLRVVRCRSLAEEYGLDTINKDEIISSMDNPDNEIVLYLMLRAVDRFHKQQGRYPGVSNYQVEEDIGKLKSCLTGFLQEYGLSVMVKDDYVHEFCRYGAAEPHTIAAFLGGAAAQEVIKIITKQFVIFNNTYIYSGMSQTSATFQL
E coli Lon inh – inhibits E. coli Lon protease | P0A9M0 | purified E. coli Lon protease, fluorescence polarization | inhibition, % at 7.94 µM | 360,000 compounds, 0.42% hits | AID 602123; in the data active means inhibition above about 13%, passing the limit was not always enough;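 further: 0% = enzyme with probe and DMSO and 100% = no enzyme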
SKN-1 inh – blocks SKN-1 activity in C. elegans; C. elegans VP596 Pgst-4::GFP/RFP ratio, acrylamide-induced, 24 h; inhibition, % at 21.8 µM; 360,000 compounds, 0.49% hits;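 active means interference check ratio from 0.5 to 1.5 plus GFP to RFP signal ratio inhibition reaching or exceeding a fixed threshold, cut at about 30% in these data, passing the limit was not always enough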; further: some compounds called inactive have numbers as strong as hits
Rin1 Abl inh – inhibitors of human Rin1-Abl protein interaction | 360,000 compounds, 0.4% hits | inhibition, % at 7.35 µM | P00519+Q13671 | AID 588664 | TR-FRET Rin1/Abl binding, biochemical; in the data active means inhibition above about 5%, passing the limit was not always enough
MsrA act – activates bovine MsrA enzyme; purified bovine MsrA, absorbance read-out; activation, % at 10.6 µM; 360,000 compounds, 0.3% hits; in the data active means activation above about 7.5%;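 further: 0% = vehicle and 100% = reference activator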
FAS-TE inh – inhibitors of human fatty acid synthase thioesterase domain; P49327; recombinant FAS-TE, OMFH fluorogenic substrate, fluorescence endpoint; inhibition, % at 15 µM; 360,000 compounds, 0.67% hits;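 active means compounds whose normalised, plate-corrected inhibition of enzyme fluorescence in the single-dose primary screen is 50% or more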;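 further: 0% = DMSO with enzyme and 100% = substrate without enzyme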
MT1-MMP act inh – MT1-MMP (human) activation inhibition; AID 651647; GFP/RFP ratio change, % at 20 µM; P50281; HT1080 RFP-PRO-GFP cells, GFP/RFP ratio fluorescence, overnight; percent of plate control window, DMSO zero; 360,000 compounds, 0.061% hits;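 active means GFP/RFP ratio change of at least 30% with cell ATP level not reduced by more than half and red fluorescence within 50% of control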; further: strong numbers were not always called active
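Assay system: RFP-PRO-GFP reporter HT1080 cells; read-out basis: GFP/RFP fluorescence ratio; benchmarks: DMSO wells and RFP-L50D-GFP cells; doses: 20 µM single dose, 1% DMSO; schedule: overnight cell settling, then overnight compound exposure, 37 °C, 5% CO2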
* = called active by the depositor; i = inactive; . = not tested or not shown.

mol | E coli Lon inh | FAS-TE inh | SKN-1 inh | Rin1 Abl inh | Neddylation inh | NRP1-CendR mod | MsrA act | MT1-MMP act inh | MsrA inh
O=C(NCC1CCCO1)C1CCN(C(=O)c2ccc(Cl)cc2)CC1 (centres undefined) | -15 | -8 | -3 | 2 | i | 7 | -2 | 1 | -0.3
O=C(COC(=O)Cc1ccc(Cl)cc1Cl)Nc1ccccc1OC(F)F | 1 | -5 | 15 | 0 | i | -2 | 0 | 1 | 0.5
O=C(NCCCN1CCOCC1)c1cc(C(=O)C2CCCCC2)c[nH]1 | -9 | -6 | -2 | -2 | i | -6 | -1 | 3 | -0.8
CCOc1cc(/C=N\NC(=O)c2ccc(NC(=O)C(C)(C)C)cc2)ccc1OC(=O)c1ccc(C)cc1 | 8 | -14 | -24 | 2 | i | 6 | 2 | 3 | 0.2
Cc1ccc(C(=O)NC2CCN(S(=O)(=O)c3ccc(C)cc3)CC2)cc1 | 2 | -6 | -2 | 1 | i | 12 | -12 | -4 | 1.0
O=[N+]([O-])c1ccn(-c2nc(-c3cccs3)cc(C(F)(F)F)n2)n1 | -1 | 6 | 2 | 0 | i | -2 | -3 | 4 | 0.1
CCOCCCN(C(=O)Cn1nnc(-c2ccc(OC)c(OC)c2)n1)C(CC)C(=O)NC1CCCC1 (centres undefined) | 13 | -2 | -1 | -6 | i | 4 | -8 | -3 | -0.5
CC1=NN(C(N)=S)C(=O)C1N=Nc1c(Br)cc(Br)cc1Br (centres undefined) | 7 | 4 | 18 | 0 | i | -4 | -5 | 10 | 1.8
O=C1Nc2cc(Cl)c(Cl)cc2N(O)N1c1ccc(Cl)c(Cl)c1 | -2 | 62* | 16 | 5 | i | 23 | -1 | 3 | 1.7
CC1CN(C)C(C)CC1NCc1ccc2c(c1)OCO2 (centres undefined) | 5 | -4 | 19 | 1 | i | 7 | -2 | -4 | 1.0
C[C@@H]1CN([C@H](C)CO)C(=O)CCCn2nncc2CO[C@@H]1CN(C)S(=O)(=O)c1ccc2c(c1)OCCCO2 | -9 | -11 | -3 | -3 | i | -3 | 12* | 2 | -1.6
Cc1ccccc1N1C(=O)CC(N2CCN(C(=O)c3ccco3)CC2)C1=O (centres undefined) | -1 | -9 | 4 | -2 | i | 12 | 2 | 1 | 0.1
CC1CCN(S(=O)(=O)c2ccc(S(=O)(=O)NCc3cccnc3)cc2)CC1 | 3 | -8 | 9 | -3 | i | -18 | 1 | -2 | 3.5
Cc1cc(C)cc(C(=O)Nc2ccc(NC(=O)c3cccs3)cc2)c1 | -11 | 11 | 10 | 1 | i | 13 | -5 | 5 | 1.6
CSc1nnc(C)c(/C=C/Nc2ccc(F)cc2F)n1 | -2 | 7 | 2 | 1 | i | -11 | -1 | -12 | -1.3
CN1CCN(c2nc(-c3ccccc3)ncc2S(=O)(=O)c2ccccc2)CC1 | -6 | 1 | 7 | 1 | i | 0 | -10 | -2 | -0.3
CCOC(=O)C1(C)CCN1C(=O)c1ccc(OC)cc1OC (centres undefined) | -6 | -2 | 9 | -4 | i | 0 | 0 | -1 | -0.7
c1ccc(C2=Nn3c(nnc3-c3n[nH]c4c3CCC4)SC2)cc1 | 10 | -3 | 9 | 0 | i | 13 | -3 | 16 | -0.1
O=C(C[C@H]1C/C=C\C[C@H](NC(=O)OCC2c3ccccc3-c3ccccc32)C(=O)OC[C@H](Cc2ccccc2)NC1=O)N[C@H](CO)Cc1ccccc1 | 2 | 7 | 2 | 2 | i | -3 | 1 | 6 | -1.1
CCn1c(SCC(=O)Nc2nc(C)cs2)nnc1-c1ccco1 | -1 | -4 | 17 | -1 | i | 13 | -2 | 4 | -0.3
Cc1ccc(/C=C/C(=O)N2CCC(Cc3ccccc3)CC2)cc1 | 8 | 26 | 5 | 0 | i | 4 | -6 | 3 | 0.9
CCOC(=O)C1=C(c2ccccc2)Nc2ncnn2C1c1ccc(O)cc1 (centres undefined) | 4 | -4 | -6 | -2 | i | 4 | -9 | -5 | 0.2
O=C(c1ccco1)N1CCN(S(=O)(=O)c2cccc(C(F)(F)F)c2)CC1 | -5 | -11 | -17 | -2 | i | -2 | -5 | 1 | 1.4
Cc1ccc2nc(SCC(=O)NCC3CCCO3)c(C#N)cc2c1 (centres undefined) | -9 | -2 | -5 | -4 | i | 0 | -11 | -4 | -1.1
COc1ccc(Cl)cc1C(=O)Nc1cccnc1 | -8 | -2 | 0 | 1 | i | -3 | -5 | -1 | 0.6
NC(=O)c1ccc(-n2c(CCC(=O)O)ccc2-c2cccs2)cc1 | -12 | -2 | 5 | 2 | i | -8 | -5 | -3 | 2.8
Nc1nc(N2CCN(c3ccc(Cl)cc3)CC2)n[nH]1 | 2 | -2 | 4 | 0 | i | 17 | -4 | -2 | -0.9
CN1CCC[C@@H]1CCNC(=O)c1cccc2c1C(=O)c1ccc(N3CCCC3)cc1S2(=O)=O | -30 | -18 | 20 | -11 | i | -118 | -4 | -71 | 0.6
CC(C)NC(=O)CN1CCN(Cc2nc(C(c3ccccc3)c3ccccc3)no2)CC1 | -8 | -2 | 0 | -2 | i | 8 | -3 | 2 | -0.9
CCOCCCNC(=O)N1CCOCC1 | 0 | -10 | 4 | -2 | i | -5 | -2 | 0 | -0.4
N#Cc1ccc(C(=O)N2CCCCC2c2cc(C(=O)Nc3cccc(C#N)c3)no2)cc1 (centres undefined) | -4 | 12 | -4 | -2 | i | -4 | -1 | 1 | 0.6
CCc1cccc(NS(=O)(=O)c2c(C)[nH]c(=O)[nH]c2=O)c1 | -11 | -5 | 7 | 1 | i | 0 | 2 | 2 | -1.3
CS(=O)(=O)Oc1ccc2c(c1)O/C(=C\C=C\c1ccccc1)C2=O | -10 | 4 | -2 | 1 | i | -15 | -3 | -18 | -0.2
O=C(CC1Oc2ccccc2NC1=O)NCCCN1CCCC1=O (centres undefined) | -4 | -4 | 5 | 5 | i | -4 | -4 | -5 | -1.1
O=[N+]([O-])c1ccc2c(c1)c(-c1ccccc1)nc1nncn12 | -6 | 12 | -11 | -2 | i | 6 | -5 | 2 | 1.3
N#Cc1ccccc1OCC(=O)Nc1ccc2c(c1)OCCCO2 | -2 | -3 | 0 | 1 | i | 0 | -5 | 5 | -0.2
O=C(NCC(=O)N(CC1CCCO1)C1(C(=O)NC2CCCC2)CCCCC1)c1ccccc1 (centres undefined) | 0 | -1 | 19 | 1 | i | 4 | 0 | 1 | -0.7
N#CCCn1cc(/C=N/O)c(-c2ccc(-c3ccccc3)cc2)n1 | -11 | -12 | 9 | 2 | i | 1 | -5 | -4 | 0.3
CCC(=O)OCc1c(C(F)(F)F)nn(C)c1Oc1cccc(C(F)(F)F)c1 | -7 | 16 | 5 | -1 | i | 0 | 3 | -1 | 0.1
Nc1c(-c2cccs2)cnn1-c1nc(-c2ccc(Cl)cc2Cl)cs1 | -2 | 22 | -15 | -4 | i | -3 | -3 | -3 | 0.7
COc1ccc(-n2c(=O)c3ccccc3n(CC(=O)OCc3ccccc3)c2=O)cc1OC | -7 | 2 | -5 | -2 | i | -6 | -3 | -1 | 0.5
Cc1ccc(Cn2cccc(NC(=O)NC3CCCCC3)c2=O)cc1 | -8 | 13 | 3 | 2 | i | -20 | -2 | -37 | 0.0
CCC(C)NC(=O)CSC1=Nc2ccccc2C2=NC(c3ccccc3)C(=O)N12 (centres undefined) | 2 | -6 | -1 | -2 | i | 13 | 3 | -1 | 1.9
Cc1cc(=O)[nH]c(N/N=C/c2ccccn2)n1 | 3 | -6 | 1 | -7 | i | 1 | -4 | -5 | 4.0
COc1cccc2cc(C(=O)N3CCc4ccccc4C3)c(=O)oc12 | 0 | -2 | -6 | -2 | i | -4 | -1 | 4 | 0.7
COCC(=O)Nc1ccc(N2CCCC2)c(S(=O)(=O)Nc2ccccc2OC)c1 | 7 | 9 | -2 | 3 | i | 6 | -2 | -2 | 0.3
CCCN1C(=O)CSC1=Nc1ccccc1 | 1 | -4 | 2 | 1 | i | 11 | -4 | 1 | -1.6
CCc1nc(N2CCCC2C(=O)O)c2oc3ccccc3c2n1 (centres undefined) | -10 | -9 | -7 | -4 | i | 14 | 6 | -2 | 0.0
Cc1ccc(N(CC(=O)NCC(O)c2ccccc2)S(=O)(=O)c2ccc(C)cc2)cc1 (centres undefined) | -1 | -1 | -16 | -1 | i | 6 | -7 | 1 | -0.2
O=Cc1cnc(N2CCOCC2)nc1 | -13 | -17 | -8 | -3 | i | -9 | -7 | 1 | 2.2

Exported field by field: part of the list above.
CCC(C)NC(=O)CSC1=Nc2ccccc2C2=NC(c3ccccc3)C(=O)N12 (centres undefined)
  E coli Lon inh: 2 | FAS-TE inh: -6 | SKN-1 inh: -1 | Rin1 Abl inh: -2 | Neddylation inh: i | NRP1-CendR mod: 13 | MsrA act: 3 | MT1-MMP act inh: -1 | MsrA inh: 1.9
Cc1cc(=O)[nH]c(N/N=C/c2ccccn2)n1
  E coli Lon inh: 3 | FAS-TE inh: -6 | SKN-1 inh: 1 | Rin1 Abl inh: -7 | Neddylation inh: i | NRP1-CendR mod: 1 | MsrA act: -4 | MT1-MMP act inh: -5 | MsrA inh: 4.0

Following part
mol | E coli Lon inh | FAS-TE inh | SKN-1 inh | Rin1 Abl inh | Neddylation inh | NRP1-CendR mod | MsrA act | MT1-MMP act inh | MsrA inh
CNC(=S)N/N=C/c1ccc(OCC(=O)Nc2c(C)cc(C)cc2C)c(OC)c1 | -4 | -8 | -4 | -4 | i | 0 | -8 | -2 | 2.1
CC(C(=O)NCc1cccs1)N1C(=O)c2ccccc2C1=O (centres undefined) | 0 | -6 | -5 | -2 | i | 12 | 2 | -1 | .
O=C(Nc1c2c(nn1-c1ccc([N+](=O)[O-])cc1)CS(=O)(=O)C2)c1ccccc1F | -1 | 4 | 4 | 0 | i | 6 | 7.9* | 2 | 1.0
Cc1ccc(CSc2nc3c(c(=O)[nH]c(=O)n3C)n2CCC(C)C)cc1 | -4 | -25 | -9 | 0 | i | 1 | -5 | 2 | -0.6
Cc1ccc(NC(=O)C2CCCN(S(=O)(=O)c3cccs3)C2)cc1 (centres undefined) | -5 | 9 | -10 | -1 | i | 3 | -2 | 2 | -0.7
COC(=O)c1ccccc1S(=O)(=O)N(CCCN1CCOCC1)Cc1cccs1 | -8 | -9 | -26 | 1 | i | 2 | -9 | -1 | -0.2
COc1ccc2c(c1)C(c1ccccc1)=NNC(c1ccco1)=N2 | 0 | 5 | 3 | 3 | i | 1 | -2 | -1 | 1.1
COc1ccc(/C=N/NC(N)=S)cc1OC(=O)c1cccc2ccccc12 | -7 | 1 | 4 | 1 | i | 2 | -7 | -3 | 2.4
CC(C)(C)NC(=O)C(c1cccc2ccccc12)n1c(=O)c(-c2ccccc2)nc2ccccc21 (centres undefined) | . | . | 3 | . | i | 2 | . | -13 | -0.8
COc1ccc(CCNC(=O)CSc2nc(O)c(CC(C)C)c(=O)[nH]2)cc1OC | -6 | -6 | 11 | -2 | i | -6 | -4 | -1 | 0.6
O=C(C/C=N\OCc1ccc([N+](=O)[O-])cc1)Nc1ccc(F)cc1F | 1 | 12 | 1 | 4 | i | -1 | -3 | -2 | 3.5
O=NN(CCCl)C(=O)NCCCl | -3 | -2 | -9 | -3 | i | 2 | -3 | -2 | 2.1
CCOC(=O)c1c(-c2ccc(OC)cc2)csc1/N=C/C1C(=O)CCCC1=O | -87 | 10 | 4 | 1 | i | 10 | -1 | -63 | -2.0
CCN(Cc1ccccc1)C(=O)C1CCC(CNc2c(N3CCOCC3)c(=O)c2=O)CC1 (centres undefined) | -5 | -8 | -5 | 1 | i | 11 | -1 | -3 | 0.7
